PPARg SRC1 recr: PPARgamma-driven SRC-1 recruitment agonism; PPARgamma-SRC-1 coactivator recruitment biochemical assay; hit rate 0.41% among 200,000; activation, % at 8 µM; P37231; in the data active = activation above about 19%;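 note: 0% = DMSO and 100% = reference agonist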
STAT3 inh: STAT3 signaling inhibition. U3A cells, IL-6 STAT3-luciferase reporter, luminescence; host cell line lacks STAT1. inhibition, % at 5.5 µM. hit rate 0.89% among 190,000. AID 862;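 active = inhibition above the mean inhibition across all screened compounds plus 3 SD, cut at about 44% in these data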;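 note: 0% = DMSO only wells and 100% = 100 µM nifuroxazide control wells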
S1P3 antag: antagonists of human S1P3 receptor | CHO S1P3 NFAT-BLA reporter, FRET fluorescence, antagonist mode | inhibition, % at 4.98 µM | hit rate 0.27% among 170,000 | AID 485;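 active = inhibition above the plate cutoff, the mean inhibition of test wells on that plate plus 3 SD, cut at about 28% in these data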;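 note: cells challenged with S1P at its EC80 of 0.8 µM; blue over green emission ratio from cleaved BLA substrate after 4 h stimulation; 0% = S1P-stimulated wells and 100% = unstimulated DMSO-only wells; some compounds past the cut are filed as inactive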
STAT1 inh: inhibitors of IFN-gamma induced STAT1 signaling. NIH 3T3 STAT1-luciferase reporter, luminescence. inhibition, % at 5.5 µM. hit rate 0.35% among 200,000;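 active = inhibition above a set limit, the mean inhibition across all tested compounds plus 3 SD, cut at about 34% in these data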;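 note: 0% = IFN-gamma with DMSO and 100% = IFN-gamma with 300 µM nifuroxazide; values of inactives mirror those of a sister screen read the other way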
PPARg SRC2 recr: agonists of SRC-2 recruitment by human PPARgamma; hit rate 0.34% among 200,000; PPARgamma LBD-SRC-2 recruitment, biochemical; activation, % at 8 µM; P37231; in the data active = activation above about 22%;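 note: 0% = vehicle and 100% = reference agonist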
PPARg SRC3 recr: agonists of human PPARgamma SRC-3 coactivator recruitment. biochemical PPARgamma/SRC-3 coactivator recruitment assay. activation, % at 8 µM. hit rate 0.26% among 200,000; in the data active = activation above about 23%;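 note: 0% = DMSO and 100% = reference agonist; some compounds past the cut are filed as inactive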
TR-FRET SRC-2 ct: TR-FRET artefact, counter-screen to PPARgamma/SRC-2 agonist assay. hits give high values. AID 1049. hit rate 0.4% among 200,000. TR-FRET ratio at 8 µM; in the data active = TR-FRET ratio above about 2000; note: inactives centre near 1500
STAT3 act: activators of IL-6 induced STAT3 signaling; hit rate 0.91% among 190,000; U3A cells, IL-6 STAT3-luciferase reporter, luminescence; 100% = signal with IL-6 EC80 alone; activation (% of control), % at 5.6 µM; AID 871;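 active = activation above the screen-wide mean of compound activation plus 3 SD, cut at about 130% in these data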;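 note: 0% = background luminescence of wells with medium and substrate only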
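Test system: human U3A cells carrying STAT3-luciferase construct; control set: IL-6-only wells as 100% reference; timing: compound pre-incubation 1 h before IL-6, then 6 h stimulation at 37 °C; also added: IL-6 stimulus at 33 ng/mL final; evaluation: % activation versus median of IL-6-stimulated wells; detection: reporter luminescence signal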
RAM inhibit: yeast RAM network inhibition; S. cerevisiae dse1pr::URA3 reporter, 5-FOA growth OD615, 2 d; analog-sensitive cbk1-as2 kinase mutant strain; inhibition, % at 50 µM; hit rate 1.8% among 190,000; AID 868;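 active = inhibition above a set limit, 3 SD over mean compound inhibition, cut at about 8.4% in these data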;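 note: 0% = DMSO-only wells with no growth and 100% = 10 µM 1-NA-PP1 full growth; inhibition rescues growth on 5-FOA so higher OD means more RAM inhibition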
TLR4-MyD88 BLA: inhibitors of human TLR4-MyD88 binding | O00206+Q99836 | HeLa CL3-4 TLR4/MyD88 BLA complementation, FRET ratio | inhibition, % at 8.4 µM | hit rate 0.18% among 200,000; in the data active = inhibition above about 25%;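 note: 0% = vehicle and 100% = reference inhibitor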
Target sequence (O00206 whole entry, looked up): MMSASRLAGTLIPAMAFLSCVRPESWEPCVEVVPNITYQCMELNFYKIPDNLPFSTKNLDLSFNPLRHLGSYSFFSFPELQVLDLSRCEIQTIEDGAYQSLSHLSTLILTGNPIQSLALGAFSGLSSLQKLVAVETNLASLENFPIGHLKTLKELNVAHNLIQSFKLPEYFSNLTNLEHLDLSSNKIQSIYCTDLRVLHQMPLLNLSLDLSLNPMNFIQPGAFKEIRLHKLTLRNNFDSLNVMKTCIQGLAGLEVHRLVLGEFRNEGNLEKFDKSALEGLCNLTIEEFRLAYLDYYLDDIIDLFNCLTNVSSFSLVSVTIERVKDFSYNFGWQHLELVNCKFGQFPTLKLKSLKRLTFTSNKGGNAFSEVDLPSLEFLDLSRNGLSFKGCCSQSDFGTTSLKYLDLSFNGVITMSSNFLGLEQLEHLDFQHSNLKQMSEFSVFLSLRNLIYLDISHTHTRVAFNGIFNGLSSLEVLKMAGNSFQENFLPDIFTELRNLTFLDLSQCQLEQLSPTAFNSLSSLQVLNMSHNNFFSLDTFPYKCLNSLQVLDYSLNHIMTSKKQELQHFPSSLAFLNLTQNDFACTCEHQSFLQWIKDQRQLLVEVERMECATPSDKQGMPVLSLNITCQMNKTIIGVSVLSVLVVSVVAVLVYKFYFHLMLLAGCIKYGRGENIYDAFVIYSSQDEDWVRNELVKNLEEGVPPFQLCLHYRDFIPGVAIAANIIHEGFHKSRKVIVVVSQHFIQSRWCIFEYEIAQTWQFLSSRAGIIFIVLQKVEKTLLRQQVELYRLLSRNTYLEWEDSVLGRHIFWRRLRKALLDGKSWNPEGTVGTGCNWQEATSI
Target sequence (Q99836 whole entry, looked up): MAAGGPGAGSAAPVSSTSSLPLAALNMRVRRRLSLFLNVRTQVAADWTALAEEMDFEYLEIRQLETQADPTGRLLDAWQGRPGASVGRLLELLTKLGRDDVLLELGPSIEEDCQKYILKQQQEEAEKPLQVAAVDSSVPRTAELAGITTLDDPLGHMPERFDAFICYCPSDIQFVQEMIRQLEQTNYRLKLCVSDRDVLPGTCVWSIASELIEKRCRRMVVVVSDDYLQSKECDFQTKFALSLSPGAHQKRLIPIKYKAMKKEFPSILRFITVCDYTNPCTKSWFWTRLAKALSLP
ROMK primary: modulates human ROMK potassium channel activity. hit rate 2% among 130,000. B-score at 10 µM. Tet-inducible ROMK, thallium flux fluorescence; actives lie on both sides. P48048;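 active = signal ratio slope over the read window, or its plate-corrected B-score, at least 3 SD from the plate mean, either direction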;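 note: B-score of the F/F0 ratio slope over 7 to 12 s after thallium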
The depositor's hits bear a star; nt = not tested or not shown.

Second line of a record: RAM inhibit	STAT3 act	STAT1 inh	PPARg SRC3 recr	ROMK primary	STAT3 inh	TLR4-MyD88 BLA	TR-FRET SRC-2 ct	PPARg SRC1 recr	PPARg SRC2 recr	S1P3 antag
- CCOc1ccc(N2C(=O)CC(NCCc3ccc(S(N)(=O)=O)cc3)C2=O)cc1 (stereo not drawn)
 : 1.7	96	5	-8	nt	8	0	1371	-5	-4	-10
- CC(C)(C)c1nnc(NC(=O)c2cccnc2Cl)s1
 : 1.4	106	-3	-2	0.35	-1	-8	1587	8	7	5
- COCc1cc(C)n(CC(=O)Nc2c(C)cccc2C)c(=O)c1C#N
 : -0.1	98	-7	2	0.28	7	-2	1591	5	1	-7
- C#CCOc1c(Cl)cc(/C=N/NC(N)=S)cc1OCC
 : 2.1	83	-12	3	-0.55	23	2	1322	1	-2	-7
- Cc1ccnc(SCC(=O)Nc2oc(-c3ccccc3)c(-c3ccccc3)c2C#N)n1
 : 3.5	92	-5	3	nt	14	-2	1397	0	1	23
- O=C(O)c1cccn1Cc1ccccc1F
 : 0.2	98	6	-8	0.13	4	-10	1471	8	1	nt
- COc1ccc(Cl)cc1NC(=O)C(=O)N/N=C/c1cc(C)n(-c2ccc(C)cc2)c1C
 : 3.9	100	-9	2	0.57	0	10	1510	1	4	nt
- CCCS(=O)(=O)N1CCN(C(=O)c2cc(OC)cc(OC)c2)CC1
 : 2.6	106	3	-3	nt	-3	5	1562	2	6	95*
- COc1ccc(Cc2nnc(SCC(=O)NC3CCCCC3)n2C)cc1
 : 4.0	105	4	7	-0.017	-2	-2	1557	2	3	-10
- COc1cccc(C=Nc2ccccc2C(=O)Nc2ccccc2)c1O
 : 4.0	102	-12	-3	0.073	-3	-5	1600	0	5	-7
- CC(=O)c1ccc(-n2nnnc2SCC(=O)Nc2sc(C)c(C)c2C#N)cc1
 : 0.3	92	4	2	0.027	10	7	1640	3	6	9
- O=C(C1=C[C@@H](c2ccccc2)C[C@@H](OCc2ccc(CO)cc2)O1)N1CCN(Cc2ccc3c(c2)OCO3)CC1
 : 3.0	nt	10	5	nt	nt	-13	1334	8	10	4
- O=C(COc1ccc(Br)cc1)N1CCOCC1
 : 3.3	103	-6	1	-0.52	0	8	1543	-1	6	nt
- O=C(NCCc1ccc(Cl)cc1)C1CCN(S(=O)(=O)N2CCCCC2)CC1
 : 3.6	101	-3	-5	-0.041	4	-2	1793	9	0	24
- Cc1ccn2cc(-c3cccc(NC(=O)c4ccccc4)c3)nc2c1
 : 1.3	89	-20	1	-0.35	13	1	1512	2	8	6
- O=C(CN(C(=O)CNC(=O)c1ccco1)c1ccc2c(c1)OCCO2)NC1CCCC1
 : 2.1	103	-1	5	0.54	-2	-3	1549	7	-1	-12
- O=C1OC(c2ccccc2)C2(CCCC2)C(=O)C12CCCC2 (stereo not drawn)
 : 5.6	108	23	-2	-1.1	-3	5	1283	-1	-9	nt
- Cn1c(=N)n(CC(=O)c2ccc(Br)s2)c2ccccc21
 : -0.8	167*	-50	0	-1.1	-69	11	1571	2	-4	nt
- COc1cc2c(cc1OC)C1=CC(=O)C(=O)N1C(C)(C)C2
 : -0.5	104	10	-4	-1.1	-2	-12	1413	1	5	7
- O=C1OCCC1Sc1nnc(-c2ccc(F)cc2)n1Cc1ccccc1 (stereo not drawn)
 : -0.1	103	5	-2	-0.14	0	5	1472	0	-7	-5
- CCOc1ccc(-n2ccnc2SCC(=O)Nc2nnc(CC)s2)cc1
 : 1.7	93	1	4	nt	12	-1	1662	-2	-6	-14
- O=C(NCC1CCCO1)c1ccc(C(=O)NCC2CCCO2)cc1 (stereo not drawn)
 : 3.0	105	-4	3	nt	-2	-2	1590	4	2	-17
- O=C1C2C(C(=O)N1/N=C/c1ccco1)C1C=CC2C12CC2 (stereo not drawn)
 : 1.5	93	4	10	nt	15	-14	1674	6	10	nt
- CCOC(=O)CNC(=O)CSc1nnc(-c2ccncc2)n1-c1ccc(Cl)cc1
 : 1.2	101	4	1	nt	4	-5	1386	-2	-13	nt
- CCN(CC)S(=O)(=O)c1ccc(Oc2ccccc2)c(N)c1
 : 0.2	106	4	0	-0.5	-3	8	1354	-1	9	-1
- Nc1nonc1C(=O)NCCNCc1cc(Br)ccc1OCc1ccc(F)cc1
 : 1.5	78	15	9	nt	31	11	1573	4	6	33
- CCNc1nc(Oc2ccc(C(=O)OC)cc2)nc(SC)n1
 : 2.1	102	3	-3	nt	1	-11	1463	-5	2	18
- COc1ccccc1C(CC(N)=O)c1ccco1 (stereo not drawn)
 : 2.2	105	6	4	nt	-2	-4	1507	-6	-9	nt
- Cc1ccc(C)n1-c1ccc(N2CCOCC2)nc1
 : 2.3	107	2	13	nt	-4	6	1600	-4	0	15
- Cc1ccc(C(C(=O)NCc2ccco2)N(Cc2ccco2)C(=O)CNC(=O)c2ccco2)cc1 (stereo not drawn)
 : 6.8	98	8	-3	0.49	5	0	1634	8	10	-16
- CCCSc1nc(N)cc(=O)[nH]1
 : 0.8	96	2	-5	nt	11	-2	1427	-4	0	-36
- CCOC(=O)c1c(C)[nH]c(C)c1C(=O)COC(=O)c1cc2ccccc2cc1O
 : 7.0	95	0	4	nt	1	-5	1687	0	6	-13
- Cc1ccc(SCCC(=O)Nc2cccc(N(C)S(C)(=O)=O)c2)cc1
 : 0.9	94	-1	-2	0.036	13	10	1579	0	0	nt
- Cc1ccc(C)c(NC(=S)Nc2ncccc2C)c1
 : 1.1	100	-36	1	-0.7	11	4	1753	11	0	-3
- CC(NC(=S)Nc1c(Cl)cccc1OC(F)F)C(C)(C)C (stereo not drawn)
 : -0.2	97	4	3	nt	0	2	1450	-1	2	9
- CCn1c2ccccc2c2cc(N=C3SC(CC(=O)Nc4ccccc4OC)C(=O)N3CCOC)ccc21 (stereo not drawn)
 : 7.4	103	-8	0	0.5	-4	-5	1446	-4	4	13
- CCOc1ccc(CNC(=O)C2CCN(S(=O)(=O)N3CCCC3)CC2)cc1OC
 : 1.4	106	-3	-6	0.29	-4	-9	1336	-6	-4	-54
- CCOc1ccc(-n2c(=O)c3sccc3n(CC(=O)Nc3cccc(OC)c3)c2=O)cc1
 : 4.5	107	-9	-3	-0.13	-7	0	1399	2	-14	-16
- CCC(=O)NCCCNc1nc2c(C)cccc2cc1C#N
 : 1.5	83	8	1	-0.75	25	0	1744	9	10	-8
- CCc1ccc(CNc2ccc(O)cc2)cc1
 : 2.8	101	3	0	nt	2	-10	1583	-2	4	39
- Cc1nonc1CC(=O)N1CCc2c([nH]c3ccccc23)C1c1ccccc1F (stereo not drawn)
 : 4.2	149*	-11	-8	-0.23	-50	6	1385	-3	-4	4
- O=C(Nc1sc2c(c1C(=O)NCc1cccnc1)CCCC2)c1ccco1
 : 0.6	94	8	13	-0.0098	11	2	1592	-2	14	-9
- COCCNC(=O)C(c1ccccc1)N(Cc1cccs1)C(=O)Cn1nnc2ccccc21 (stereo not drawn)
 : 4.6	102	-4	-7	nt	2	1	1366	-10	-4	-14
- O=C(Nc1ccccc1N1CCCC1)c1cc(Cl)ccc1Cl
 : 0.4	106	3	4	0.48	1	4	1605	-13	-2	-8
- Cc1nnc(NC(=O)C2CCCN(S(=O)(=O)c3ccccc3C(F)(F)F)C2)s1 (stereo not drawn)
 : -0.7	91	-1	7	nt	16	4	1572	14	11	12
- CCN(Cc1ccccc1)C(=O)C1CCN(C/C(C)=C/c2ccccc2)CC1
 : 0.1	99	0	4	-0.94	6	-1	1490	6	-2	8
- Cc1cc(C)n(-c2nc3ccccc3c(=O)n2OCC(=O)N(C)C)n1
 : 2.6	101	3	11	nt	4	-4	1404	8	-3	-25
- Cc1nnc(C)c2c(C)n(-c3ccc(Br)cc3)c(C)c12
 : 0.8	101	-7	-13	-0.33	2	-3	1446	7	-5	-80
- Cc1cc(C(=O)CSc2nc3ccccc3o2)c(C)n1CC1CCCO1 (stereo not drawn)
 : 5.3	71	-32	1	-1.6	36	-14	1505	1	4	nt
- Cc1nn(CC(=O)Nc2ccc(Cl)cn2)c(C)c1Br
 : 1.6	104	0	2	-0.16	0	5	1211	4	-3	8
- CSc1ccc(/C=N/NC(=O)c2cccc(Cl)c2)cc1
 : 1.0	113	-55	0	0.54	-14	8	1530	2	8	7
- CC(C)C(=O)NC(=S)N1CCc2ccccc21
 : 1.5	112	6	-4	0.052	-10	1	1448	-2	-2	6
- O=C(Nc1ccc(OCC(F)(F)C(F)F)c(C(F)(F)F)c1)c1ccccc1O
 : 0.7	122	6	2	nt	-16	-12	1459	-2	-2	nt
- CC(C)(C)NC(=O)C(=O)NCc1ccncc1
 : 0.9	106	-7	-4	2.4	-10	-3	1479	-5	-15	-1
- CCc1nnc(NC(=O)CSc2nnc(COc3ccc(C)cc3)n2-c2ccccc2)s1
 : 8.7*	96	-8	10	nt	7	-4	1607	1	11	0
- c1ccc(N/N=C(\Cc2ncc[nH]2)c2ccccc2)cc1
 : -1.0	102	1	0	0.26	6	-17	1572	0	3	-23
- Cc1cc(Cl)ccc1NC(=S)NCc1ccc(S(N)(=O)=O)cc1
 : 0.1	98	1	1	nt	7	9	1627	14	1	-5
- c1ccc(Cn2c(NCc3ccncc3)nc3ccccc32)cc1
 : 3.6	98	10	0	-0.83	8	-4	1690	1	5	-19
- Cc1cc(NC(=O)C2CCCCC2)ncc1NC(=O)c1ccccn1
 : 1.9	92	-7	0	-0.19	11	5	1632	3	-1	-3
- CN(CC(=O)N1CCCCCC1)S(=O)(=O)c1ccc(Br)s1
 : 0.6	95	3	1	-0.44	6	-11	1613	0	0	nt

New compounds follow:
Second line of a record: RAM inhibit	STAT3 act	STAT1 inh	PPARg SRC3 recr	ROMK primary	STAT3 inh	TLR4-MyD88 BLA	TR-FRET SRC-2 ct	PPARg SRC1 recr	PPARg SRC2 recr	S1P3 antag
- CSCC[C@H](NC(=O)Nc1ccc(C)cc1C)C(=O)O
 : -0.1	96	-11	7	0.43	8	5	1567	0	5	-34
- COc1cccc(/C=N/Nc2ccc(S(=O)(=O)O)cc2)c1O
 : 0.5	107	3	4	-0.49	-1	-6	1503	5	1	nt
- CSc1nc(-c2ccco2)cc(-c2ccccc2)c1C#N
 : 7.4	91	5	16	1.4	13	0	1736	8	-5	-35
- C=C(C)C1CC=C(C)/C(=N/NC(=O)c2ccccc2[N+](=O)[O-])C1 (stereo not drawn)
 : 4.0	92	14	0	-0.23	15	14	1627	0	9	-12
- CCC(C)NC(=O)C1CCCN1S(=O)(=O)c1ccc(Cl)cc1 (stereo not drawn)
 : -0.5	96	-2	2	nt	9	-8	1657	-6	14	nt
- CCCNC(=O)CC1Sc2ccccc2NC1=O (stereo not drawn)
 : 0.6	102	-12	11	0.51	0	8	1506	-2	8	-15
- CCS(=O)c1ccccc1C(=O)O (stereo not drawn)
 : 2.9	101	-3	4	nt	4	-3	1531	-3	3	-17

High-throughput results as filed in PubChem.
